CSN deneddyl inh – inhibitors of human CSN-mediated cullin deneddylation | Purified CSN, SCF-Nedd8-OG deneddylation, fluorescence polarization | AID 651999 | inhibition, % at 12.5 µM | 360,000 tested, 0.38% active;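 active = pattern-corrected inhibition above about 35%, with an unprinted fluorescence ratio check between 0.5 and 1.5, limit read from the data, passing the limit was not always enough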;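 note: 0% = enzyme with substrate and 100% = substrate without enzyme; some results filed as inactive read as strong as hits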
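Test system: Human Csn5 produced in HEK293T cells | Compound: 12.5 µM single point | Times: 90 min, room temperature | Signal: Fluorescence polarization readout | Read-out basis: % inhibition of substrate cleavage by Csn5 | Controls: no-enzyme wells high, enzyme-with-substrate wells low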
NadD block – NadD (S. aureus) enzyme inhibition; purified NadD enzyme, colorimetric absorbance read-out; inhibition, % at 20 µM; 360,000 tested, 0.78% active; in the data active = inhibition above about 26%; note: some compounds past the cut are filed as inactive
SUMO1-SIM PPI – alters human SUMO1 binding to SIM partners. P63165. SUMO1 binding to a labelled peptide, TR-FRET, 1 h. inhibition, % at 20 µM. 360,000 tested, 0.33% active. AID 602429; in the data active = inhibition above about 37%
DNMT1 block – DNMT1 (human) enzyme inhibition; inhibition (reported as % activation of signal), % at 10 µM; P26358; DNMT1 molecular beacon, Hinp1I cleavage, fluorescence; 360,000 tested, 0.83% active; in the data active = inhibition above about 50%
Target sequence (P26358 504-1616 limits assumed): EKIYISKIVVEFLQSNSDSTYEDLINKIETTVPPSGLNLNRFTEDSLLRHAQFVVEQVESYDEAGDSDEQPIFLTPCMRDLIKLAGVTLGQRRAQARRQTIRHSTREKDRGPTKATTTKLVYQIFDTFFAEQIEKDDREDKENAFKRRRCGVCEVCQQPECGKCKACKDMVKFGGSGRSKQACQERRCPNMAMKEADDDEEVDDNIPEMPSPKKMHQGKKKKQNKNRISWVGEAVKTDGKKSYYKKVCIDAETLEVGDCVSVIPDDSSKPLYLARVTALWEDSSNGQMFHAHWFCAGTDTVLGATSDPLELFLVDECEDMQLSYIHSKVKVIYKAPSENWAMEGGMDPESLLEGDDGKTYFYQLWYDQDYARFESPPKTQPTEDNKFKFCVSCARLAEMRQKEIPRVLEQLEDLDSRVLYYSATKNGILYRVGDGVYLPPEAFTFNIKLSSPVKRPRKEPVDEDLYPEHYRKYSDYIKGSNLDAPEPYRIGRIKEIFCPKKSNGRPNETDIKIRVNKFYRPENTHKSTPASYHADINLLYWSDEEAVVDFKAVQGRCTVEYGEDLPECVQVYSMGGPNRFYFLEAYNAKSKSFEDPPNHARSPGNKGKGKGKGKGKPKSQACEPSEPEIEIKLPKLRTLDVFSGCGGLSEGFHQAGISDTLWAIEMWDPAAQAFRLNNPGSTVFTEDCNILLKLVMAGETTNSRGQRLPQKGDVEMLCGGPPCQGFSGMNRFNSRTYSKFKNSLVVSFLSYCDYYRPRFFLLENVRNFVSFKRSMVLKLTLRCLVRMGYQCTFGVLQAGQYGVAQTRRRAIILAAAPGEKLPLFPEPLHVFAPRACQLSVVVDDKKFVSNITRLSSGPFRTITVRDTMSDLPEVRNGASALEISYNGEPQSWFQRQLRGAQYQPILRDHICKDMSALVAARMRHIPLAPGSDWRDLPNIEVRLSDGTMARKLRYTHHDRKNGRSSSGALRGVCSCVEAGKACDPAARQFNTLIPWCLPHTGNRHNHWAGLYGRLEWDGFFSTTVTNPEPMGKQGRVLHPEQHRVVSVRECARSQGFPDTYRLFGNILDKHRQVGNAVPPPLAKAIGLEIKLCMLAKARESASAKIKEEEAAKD
STEP block – blocks human striatal-enriched tyrosine phosphatase. P54829. recombinant STEP, OMFP fluorogenic substrate, fluorescence. inhibition, % at 20 µM. 360,000 tested, 0.25% active;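 active = inhibition at 20 µM, scaled per plate between control wells, above about 37%, limit read from the data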;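 note: 0% = DMSO with enzyme and substrate and 100% = substrate only without enzyme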
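System: STEP phosphatase, cell-free reaction; Buffer or medium: Bis-Tris pH 6.0 buffer with DTT, detergent; Incubation: 20 min at room temperature, dark; Measured by: fluorescence, 480/540 nm.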
Rpn11 block – Rpn11 (human) deubiquitinase inhibition; human 26S proteasome, Ub4-pepOG fluorescence polarization; 20S core pre-blocked with epoxomicin; 360,000 tested, 0.59% active; calls only at 20 µM; O00487;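 active = inhibition at 20 µM, scaled to each plate's controls, above about 33%, limit read from the data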
MsrA inh – inhibits bovine methionine sulfoxide reductase A | purified bovine MsrA, absorbance read-out | inhibition, % at 15.5 µM | 360,000 tested, 0.75% active | AID 651718; in the data active = inhibition above about 4.5%;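 note: 0% = vehicle wells with enzyme and 100% = reference inhibitor wells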
LMPTP inh – blocks human LMPTP phosphatase; recombinant LMPTP-A, OMFP fluorogenic substrate, fluorescence intensity; P24666; inhibition, % at 20 µM; 360,000 tested, 0.22% active;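 active = compounds that cut the enzyme signal by at least half of the control window in the single-dose screen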;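 note: plate controls were DMSO wells with enzyme plus substrate for no effect and substrate without enzyme for full effect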
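Test system – LMPTP-A enzyme · Amount – LMPTP-A at 0.625 nM final in the reaction · Buffer or medium – Bis-Tris pH 6.0, DTT, detergent · Reagent – OMFP 400 µM · Doses – single 20 µM dose · Schedule – reaction 50 min, room temperature, dark · Detection – fluorescence intensity of OMFP turnover product · Evaluation – percent inhibition versus substrate-only and uninhibited controls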
Scp1 inh – inhibitors of human Scp-1 phosphatase; Recombinant Scp1, phosphopeptide, malachite green phosphate absorbance; 340,000 tested, 0.88% active; AID 493091; inhibition, % at 20 µM; Q9GZU7;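 active = inhibition above about 50% at 20 µM, limit read from the data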;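 note: plate controls were DMSO wells with enzyme for no effect and wells lacking enzyme for full effect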
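Test system – truncated SCP-1 phosphatase (76-261aa) · Reagent – Phosphorylated 17-residue peptide substrate · Incubation – 45 min room-temperature reaction, 5 min colour, 30 min stabiliser · Detection – colorimetric phosphate reagent with accelerator and stabiliser, absorbance at 630 nm · Measure – % inhibition at 20 µM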
TbMetRS inhib – Trypanosoma brucei MetRS inhibition; inhibition, % at 11.9 µM; 360,000 tested, 0.4% active; purified T. brucei MetRS, ATP depletion, Kinase-Glo luminescence;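 active = inhibition above a per-plate cutoff of the control wells' mean inhibition plus 3 SD, cut at about 5.5% in these data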;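 note: 0% = DMSO wells median and 100% = median of wells with control inhibitor compound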
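Measured by: Kinase-Glo luciferase luminescence reporting remaining unconsumed ATP. Material: purified T. brucei MetRS enzyme. Doses: 11.9 µM compound single dose, 0.9% DMSO. Medium: HEPES buffer containing pyrophosphatase, BSA, spermine, DTT. Times: 15 min preincubation, 2 h reaction, all 25 °C. Reagent: methionine, ATP and bulk E. coli tRNA.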
Numbers without * were called inactive; i = inactive; x = not tested or not shown; & = joins results of further samples.

DNMT1 block,Rpn11 block,Scp1 inh,CSN deneddyl inh,TbMetRS inhib,LMPTP inh,STEP block,SUMO1-SIM PPI,NadD block,MsrA inh,smiles
5,i,-3,-5,-0.8,-1.2,0,1,4,1.7,CC(=O)C1=C(C)Nc2ncnn2C1c1ccc(Cl)cc1Cl (centres undefined)
3,i,-8,-2,-0.5,0.0,2,-2,4,-1.2,COC(=O)c1ccccc1NC(=O)CSc1nnc(-c2ccoc2C)n1C
1,i,6,4,-0.5,-0.2,-2,0,-2,0.4,O=C(Nc1cccc(Cl)c1)c1cccnn1
-1,i,15,0,-0.8,-1.3,-1,0,0,-0.5,CCOC(=O)c1c(S(=O)(=O)NCC(=O)Nc2cccc(F)c2)c(C)n(C)c1C
2,i,-4,2,-0.1,0.2,-3,-9,-3,-0.9,NS(=O)(=O)c1cccc(NC(=O)COC(=O)CN2C(=O)c3ccccc3C2=O)c1
1,i,x,-2,-0.1,1.7,0,-11,2,-0.7,CCN(CC)C(=O)c1cccc(-c2csc(C(O)c3ccc(F)c(F)c3)n2)c1 (centres undefined)
-3,i,-12,5,0.0,-1.3,3,-13,4,-1.6,O=C(COC(=O)c1cccc([N+](=O)[O-])c1)Nc1ncc(Br)s1
27,i,-5,26,-0.1,0.4,0,53*,9,0.6,O=C(Nc1nccs1)c1cc(-c2ccccn2)nc2c(Cl)cccc12
-2,i,-2,2,-0.8,-0.3,-1,1,-6,-0.8,CCCCOP(=O)(c1ccc(N(C)C)cc1)C(O)c1ccc(N(C)C)cc1 (centres undefined)
-12,i,-14,-4,-0.5,1.1,6,9,5,0.2,Cn1cccc1C(=O)Nc1nc(-c2ccccn2)cs1

In another format: entries from further up.
Values in the order – DNMT1 block	Rpn11 block	Scp1 inh	CSN deneddyl inh	TbMetRS inhib	LMPTP inh	STEP block	SUMO1-SIM PPI	NadD block	MsrA inh
CCN(CC)C(=O)c1cccc(-c2csc(C(O)c3ccc(F)c(F)c3)n2)c1 (centres undefined)
    1	i	x	-2	-0.1	1.7	0	-11	2	-0.7
COC(=O)c1ccccc1NC(=O)CSc1nnc(-c2ccoc2C)n1C
    3	i	-8	-2	-0.5	0.0	2	-2	4	-1.2

Ordered by SMILES length (smallest number first): part of the list above.
DNMT1 block,Rpn11 block,Scp1 inh,CSN deneddyl inh,TbMetRS inhib,LMPTP inh,STEP block,SUMO1-SIM PPI,NadD block,MsrA inh,smiles
1,i,6,4,-0.5,-0.2,-2,0,-2,0.4,O=C(Nc1cccc(Cl)c1)c1cccnn1
-12,i,-14,-4,-0.5,1.1,6,9,5,0.2,Cn1cccc1C(=O)Nc1nc(-c2ccccn2)cs1
5,i,-3,-5,-0.8,-1.2,0,1,4,1.7,CC(=O)C1=C(C)Nc2ncnn2C1c1ccc(Cl)cc1Cl (centres undefined)
3,i,-8,-2,-0.5,0.0,2,-2,4,-1.2,COC(=O)c1ccccc1NC(=O)CSc1nnc(-c2ccoc2C)n1C
-2,i,-2,2,-0.8,-0.3,-1,1,-6,-0.8,CCCCOP(=O)(c1ccc(N(C)C)cc1)C(O)c1ccc(N(C)C)cc1 (centres undefined)
1,i,x,-2,-0.1,1.7,0,-11,2,-0.7,CCN(CC)C(=O)c1cccc(-c2csc(C(O)c3ccc(F)c(F)c3)n2)c1 (centres undefined)
-1,i,15,0,-0.8,-1.3,-1,0,0,-0.5,CCOC(=O)c1c(S(=O)(=O)NCC(=O)Nc2cccc(F)c2)c(C)n(C)c1C
2,i,-4,2,-0.1,0.2,-3,-9,-3,-0.9,NS(=O)(=O)c1cccc(NC(=O)COC(=O)CN2C(=O)c3ccccc3C2=O)c1

The listing continues:
DNMT1 block,Rpn11 block,Scp1 inh,CSN deneddyl inh,TbMetRS inhib,LMPTP inh,STEP block,SUMO1-SIM PPI,NadD block,MsrA inh,smiles
1,i,-4,1,-0.3,-0.4,-1,5,-2,0.1,Nc1nc(SCC(=O)Nc2cc(S(=O)(=O)N3CCOCC3)ccc2Cl)n[nH]1
-1,i,3,-4,0.4,-2.7,0,3,-4,2.1,CCN(CC)C(=O)c1cn(C)c(=O)c2cc(OC)c(OC)cc12
-1,i,-11,1,-0.7,-1.7,0,-1,-3,-1.2,N#Cc1ccc(C(=O)OCC(=O)Nc2ccc(N3CCOCC3)cc2)cc1
0,i,-2,1,-1.2,-0.5,0,-3,-4,0.1,Cc1nnc(SC(C)C(=O)Nc2ccc(S(=O)(=O)N3CCCCC3)cc2)s1 (centres undefined)
7,i,-5,0,0.0,-0.5,-1,0,-4,1.4,CCC(=O)c1cn([C@@H](CCC(OC)OC)CC(=O)OC(C)(C)C)cc1CC
0,i,-1,-3,-0.8,-2.0,1,2,-4,-1.7,O=c1[nH]nc(SCCS(=O)(=O)c2ccc(F)cc2)n1-c1ccccc1
2,i,-12,-7,-0.3,-1.4,2,-4,-5,0.8,CC(=O)N(c1ccccc1)c1nnc(-c2cnc(C)cn2)s1
1,i,-4,1,-0.6,-0.5,-1,1,-3,0.2,O=Cc1c[nH]c2ncccc12
0&1,i,-11&-1,-1&-4,-0.7&-0.3,-0.7&-1.1,-1&-2,3&1,-1&2,-1.6&2.0,CC(C)[C@H](N)C(=O)OCCOCn1cnc2c(=O)[nH]c(N)nc21
0,i,-6,0,-0.2,0.9,2,2,-2,-0.5,Cc1ccnc(NC(=O)c2cccc(S(=O)(=O)NCc3ccccc3)c2)c1
-7,i,-6,-3,-0.6,-1.2,-4,-3,4,0.3,Cc1cc(NC(=O)CN2CCCC2c2nc3ccccc3s2)no1 (centres undefined)
-2,i,x,-5,-0.1,-1.3,-3,3,3,2.2,CCc1nc2ccc(C(=O)N3CCN(C(=O)c4ccco4)CC3)cn2c1N(C)Cc1nccn1C
-5,i,4,-4,20*,-1.8,2,-1,-7,0.9,COC(=O)/C(=C\Nc1ccc(OC)cc1)NC(=O)c1ccc(Cl)cc1Cl
-2,i,0,-3,-0.2,-0.2,2,6,0,0.8,O=c1[nH]c(CSc2nc3ccccc3[nH]2)nc2c1cnn2-c1ccccc1
4,i,-5,-1,-0.4,-1.0,1,-4,-1,1.1,CC1(C)Cc2c(cnn2-c2ccccc2)C(NC(=O)CCCN2CCCCC2=O)C1 (centres undefined)
0,i,8,3,-0.8,-1.1,-3,0,-3,0.3,Cn1c(SCC(=O)NC2CCCCC2)nnc1-c1ccncc1
3,i,48,3,-0.3,0.3,2,-1,-1,1.6,CC1CCCCN1C(=S)Nc1ccc2nc3n(c(=O)c2c1)CCCCC3 (centres undefined)
-10,i,-11,-2,-0.3,-3.9,-2,-23,-3,-0.5,CN1CCN(c2ccc(CNS(=O)(=O)Cc3cccc(C(F)(F)F)c3)cc2)CC1
3,i,-6,1,-0.1,-0.6,-4,1,-3,0.0,COc1ccc(C(C)=O)c(OC(=O)c2ccco2)c1
-2,i,15,5,-0.5,-1.0,-1,1,1,1.9,CN1C(CC(=O)c2ccccc2)CCCC1CC(O)c1ccccc1 (centres undefined)
3,i,-1,0,-1.2,-2.2,4,-2,-8,-0.7,C/C(=N\NC(=O)CNc1cccc(Cl)c1C)c1cccs1
2,i,1,1,0.2,-0.9,5,-5,-1,-1.9,CNC(=O)CN1C(=O)COc2ccc(S(=O)(=O)N3CCCCCC3)cc21
x,x,x,5,-0.5,0.0,x,0,14,-1.2,O=C1NC[C@H](CCCCN2CCN(CCC3CCCCC3)C(=O)C2=O)N(CCc2ccccc2)C1=O
2,i,-8,-16,-0.6,-1.4,-2,-6,2,-0.5,COc1ccc(/C=C/C(=O)NCCCc2ccccc2)cc1OC
0,i,2,3,-0.3,4.8,-1,-16,-3,1.1,C=CCn1c2ccccc2c2nnc(SCCN3CCCCC3)nc21
0,i,8,4,0.6,1.4,-2,-16,1,0.2,O=C(NCC(c1cccs1)N1CCOCC1)c1cc(-c2ccccn2)nc2ccccc12 (centres undefined)
0,i,-8,5,-0.2,-0.9,1,-14,3,1.9,COc1ccc(O)c(C(=O)CC(=O)c2cccnc2)c1
0,i,-2,0,0.6,-0.8,-1,-22,0,1.5,Cc1ccnc(NC(=O)CN(C)S(=O)(=O)c2cccc3nsnc23)c1
-2,i,-14,5,-0.1,3.3,2,5,-5,-1.7,COc1ccc(NC(=O)C2C(c3ccccc3)C2(Cl)Cl)cc1 (centres undefined)
6,i,-3,0,0.2,-1.6,-1,-2,-2,1.1,Cc1nc(CCN2C(=O)c3ccccc3C2=O)n[nH]1
-9,i,x,5,0.8,0.6,0,17,-3,2.0,COc1cc(/C=N/NC(=O)c2cc3c(ccc4ccccc43)o2)cc(OC)c1O
2,i,-6,8,0.3,0.7,-4,-11,1,1.7,COc1ccc([N+](=O)[O-])cc1NC(=S)NC(C)=O
4,i,-4,-4,-0.4,-2.3,-3,-1,-8,0.7,Cc1ccc(/C=N/n2c(-c3cccnc3)n[nH]c2=S)o1
1,i,-2,5,0.5,-2.4,2,6,3,-0.8,COc1ccc(CCNC(=O)COc2ccc3c(C)cc(=O)oc3c2)cc1OC
2,i,-3,2,-1.0,-3.0,1,1,-2,0.2,COc1cccc(C(c2nnnn2Cc2ccccc2)N2CCN(C(=O)c3ccco3)CC2)c1OC (centres undefined)
-1,i,-4,0,-0.3,-1.7,-1,5,-6,-0.1,Cc1c(Cl)cccc1NS(=O)(=O)c1cn(C)c(=O)n(C)c1=O

High-throughput results: PubChem, several laboratories
